NIH3T3 tox: NIH 3T3 cell cytotoxicity; NIH 3T3 viability, CellTiter-Glo ATP luminescence, 48-72 h; Potency, µM (series often up to 96.7 µM), without a hit: at the highest dose activity change, negative = cytotoxicity, usual class: inhibitors; actives 4.3% (n = 94,000); AID 1345082; note: potency is the fitted concentration of half-maximal effect; nearly all actives have a fitted effect of over 55% in size
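Cytotoxicity is measured as loss of cellular ATP: NIH 3T3 cells (400/well) are exposed to compound for 48 or 72 hr at 37 °C, then CellTiter-Glo luminescence is imaged after 10 min at room temperature.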
HEK293 tox: HEK 293 cell cytotoxicity. HEK 293 viability, ATP luminescence (CellTiter-Glo), 48-72 h. Potency, µM (titrated, usually from 115 µM), for inactives: at the highest dose activity change, negative = cytotoxicity, usual class: inhibitors. actives 6.6% (n = 94,000). AID 1345083; note: potency is the fitted concentration of half-maximal effect; nearly all actives have a fitted effect of over 60% in size
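Cells seeded first (HEK 293, 250 cells/well), then compound added by pintool. Incubation ran 48 or 72 hr at 37 degree Celsius. CellTiter-Glo was added and luminescence imaged after 10 min at room temperature.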
IP6K1 inhibitor: inhibitors of human IP6K1 | Q92551 | IP6K1 kinase, ADP-Glo luminescence, 2 h; active compounds read low | activity change, % (series mostly up to about 58 µM) | actives 0.81% (n = 140,000) | AID 1645851; in the data active = activity change below about -25%
Target sequence (Q92551 whole entry, looked up): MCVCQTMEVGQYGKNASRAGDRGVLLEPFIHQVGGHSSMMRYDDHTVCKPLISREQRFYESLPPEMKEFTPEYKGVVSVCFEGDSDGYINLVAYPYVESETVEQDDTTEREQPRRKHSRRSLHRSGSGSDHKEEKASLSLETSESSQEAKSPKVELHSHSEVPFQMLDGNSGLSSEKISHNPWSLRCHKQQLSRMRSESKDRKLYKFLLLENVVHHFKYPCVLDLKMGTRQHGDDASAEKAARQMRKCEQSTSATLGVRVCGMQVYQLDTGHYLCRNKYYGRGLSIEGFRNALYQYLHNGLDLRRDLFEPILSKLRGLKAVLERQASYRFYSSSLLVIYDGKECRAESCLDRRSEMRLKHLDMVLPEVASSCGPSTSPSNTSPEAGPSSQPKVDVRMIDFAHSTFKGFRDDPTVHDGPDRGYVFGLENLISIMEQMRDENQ
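ADP-Glo luminescence measures ADP made by human IP6K1 during a 2 h RT reaction with ATP/IP6 (mix at 1.3 mM/130 uM); top library doses 57.5 and 19.1 uM final.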
Luciferase inh: Photinus pyralis luciferase inhibition; P08659; purified P. pyralis luciferase, luminescence, biochemical; Potency, µM (series often up to 115 µM), inactives show at the top dose activity change, negative = inhibition, actives largely listed as inhibitors; actives 2.5% (n = 76,000); AID 1347043; note: potency is the fitted concentration of half-maximal effect; nearly all actives have a fitted effect of over 65% in size
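Luminescence read by CCD imaging after purified firefly luciferase (10nM final) was added to substrate buffer holding 10uM D-luciferin and 10uM ATP, pH 7.5, pre-dosed with compound.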
SNCA expr inhib: SNCA gene expression inhibition | HEK-293 SNCA-luciferase knock-in, luminescence, 24 h | Potency, µM (highest dose often 57.2 µM), inactives show at the top dose activity change, negative = inhibition, actives largely listed as inhibitors | actives 0.17% (n = 140,000);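 note: potency is the fitted concentration of half-maximal effect; plate controls were DMSO cells for no effect and cell-free wells for full effect; nearly all actives have a fitted effect of over 45% in size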
GPT2 inhibitor: GPT2 alanine aminotransferase inhibition. Q8TD30. actives 0.25% (n = 100,000). Potency, µM (doses to about 57.7 µM), without a hit: at the highest dose activity change, negative = inhibition, most hits filed as inhibitors. Recombinant GPT2, coupled pyruvate oxidase/HRP Amplex Red fluorescence. AID 1671188; note: potency is the fitted concentration of half-maximal effect; nearly all actives have a fitted effect of over 60% in size; many of its hits are not listed in these tables
Target sequence (Q8TD30 whole entry, looked up): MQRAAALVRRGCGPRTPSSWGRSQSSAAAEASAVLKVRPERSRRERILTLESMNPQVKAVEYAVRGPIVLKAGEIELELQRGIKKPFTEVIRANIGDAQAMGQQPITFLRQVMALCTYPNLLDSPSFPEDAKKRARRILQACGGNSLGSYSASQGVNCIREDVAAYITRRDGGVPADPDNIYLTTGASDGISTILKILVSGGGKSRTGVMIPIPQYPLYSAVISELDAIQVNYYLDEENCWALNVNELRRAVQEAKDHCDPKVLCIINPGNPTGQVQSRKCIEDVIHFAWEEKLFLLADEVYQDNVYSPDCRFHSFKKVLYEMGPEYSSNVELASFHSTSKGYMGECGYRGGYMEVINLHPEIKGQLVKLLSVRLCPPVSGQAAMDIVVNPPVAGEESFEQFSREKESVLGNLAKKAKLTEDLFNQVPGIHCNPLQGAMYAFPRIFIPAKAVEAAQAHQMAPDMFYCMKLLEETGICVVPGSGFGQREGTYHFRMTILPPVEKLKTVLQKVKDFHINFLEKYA
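Inhibition is scored from Amplex Red fluorescence generated when pyruvate oxidase and HRP act on pyruvate released by GPT2. Reactions contain 10ng/uL enzyme, 250uM a-KG and 2mM L-alanine and run 30 min at room temperature.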
SNCA viab count: counter-screen for SNCA expression inhibitors: cell viability. Potency, µM (doses to about 57.1 µM), without a hit: at the top dose activity change, negative = cytotoxicity, actives largely listed as cytotoxic. AID 1671193. actives 0.12% (n = 150,000). HEK-293-SNCA-luc viability, GF-AFC fluorescence, 24 h;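 note: potency is the fitted concentration of half-maximal effect; 0% = DMSO-treated cells and -100% = medium-only wells without cells; nearly all actives have a fitted effect of over 30% in size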
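Cytotoxicity counterscreen: after 24 h compound treatment of genome-edited SNCA-luciferase HEK-293 cells, live-cell protease substrate GF-AFC read by fluorescence after 30 min; activity scaled between DMSO (0%) and medium-only (-100%), curves Hill-fitted.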
Active calls of the source: *; i = inactive; ? = inconclusive; · = no result given; [ ] = dose if it differs, or a comment. Unless noted, calls come from the whole dose curve; as a rule, active = well fitted curve in the direction sought with a large enough effect; inconclusive = small, poorly fitted or top-dose-only effect, or another doubt; inactive = no such curve, though single readings can be large; an effect the other way counts as inactive or inconclusive. Unless noted, % is set by controls: 0 for no effect and ±100 for the full control effect. Hits appear at their usual frequency; any-hit rate near 7.8%.

SMILES	NIH3T3 tox	HEK293 tox	IP6K1 inhibitor	Luciferase inh	SNCA expr inhib	GPT2 inhibitor	SNCA viab count
Cc1cccc(OCC(=O)Nc2nonc2-c2ccc(Br)cc2)c1C	·	·	7	·	?	·	13%
CC(C)CNC(=O)c1nc2sccn2c1-c1ccncc1	-12%[138 µM]	i	7	·	-8%[87.6 µM]	i	-8%[87.6 µM]
Cc1ccc(NC(=O)Cn2nnc3sc4c(c3c2=O)CCC(C)C4)cc1 (centres undefined)	·	·	-13	·	-13%	·	6%
CCc1ccccc1N1C(=O)N(Cc2cc(=O)n3ccccc3n2)c2ccccc2S1(=O)=O	·	·	1	·	?	·	?
Cc1ccc(Cl)cc1-n1ncc2c(Nc3ccc4c(c3)OCCO4)ncnc21	·	·	0	·	-3%	·	4%
COc1ccccc1OCC(=O)N1CC[C@@](O)(C2CCOCC2)[C@H](C)C1	i	-3%	-11	7%	-18%	i	3%
Cc1ccccc1NC(=O)Cn1c(=O)n(CCCC(=O)NCc2ccc3c(c2)OCO3)c(=O)c2ccccc21	·	·	5	·	11%	·	-6%
CCCS(=O)(=O)Nc1ccc([C@H]2OCC(=O)N(CC(=O)N(C)C)[C@@H]2CO)cc1	4%[174 µM]	-2%[172 µM]	9	2%[172 µM]	7%[87.6 µM]	3%[88.5 µM]	2%[87.6 µM]
Cn1nc(C(=O)NCc2cccc(Cl)c2)c2c1-c1ccccc1S(=O)(=O)C2	·	·	-14	·	-2%	·	-4%
CC(C)CN(Cc1cccnc1)C1CN(S(=O)(=O)Cc2ccccc2)C1	?	?	6	0%	-25%	?	-22%
CCc1ccc(NC(=O)c2ccc(F)c(S(=O)(=O)NCCc3ccc(OC)c(OC)c3)c2)cc1	·	·	15	·	-7%	·	-4%
COc1cccc(C(c2sc3nc(-c4ccco4)nn3c2O)N2CCOCC2)c1 (centres undefined)	·	·	5	·	38%[activator]	·	?

Reformatted: 11 of the compounds above
| Structure | NIH3T3 tox | HEK293 tox | IP6K1 inhibitor | Luciferase inh | SNCA expr inhib | GPT2 inhibitor | SNCA viab count |
| --- | --- | --- | --- | --- | --- | --- | --- |
| Cc1cccc(OCC(=O)Nc2nonc2-c2ccc(Br)cc2)c1C | · | · | 7 | · | ? | · | 13% |
| CC(C)CNC(=O)c1nc2sccn2c1-c1ccncc1 | -12%[138 µM] | i | 7 | · | -8%[87.6 µM] | i | -8%[87.6 µM] |
| Cc1ccc(NC(=O)Cn2nnc3sc4c(c3c2=O)CCC(C)C4)cc1 (centres undefined) | · | · | -13 | · | -13% | · | 6% |
| CCc1ccccc1N1C(=O)N(Cc2cc(=O)n3ccccc3n2)c2ccccc2S1(=O)=O | · | · | 1 | · | ? | · | ? |
| Cc1ccc(Cl)cc1-n1ncc2c(Nc3ccc4c(c3)OCCO4)ncnc21 | · | · | 0 | · | -3% | · | 4% |
| COc1ccccc1OCC(=O)N1CC[C@@](O)(C2CCOCC2)[C@H](C)C1 | i | -3% | -11 | 7% | -18% | i | 3% |
| Cc1ccccc1NC(=O)Cn1c(=O)n(CCCC(=O)NCc2ccc3c(c2)OCO3)c(=O)c2ccccc21 | · | · | 5 | · | 11% | · | -6% |
| CCCS(=O)(=O)Nc1ccc([C@H]2OCC(=O)N(CC(=O)N(C)C)[C@@H]2CO)cc1 | 4%[174 µM] | -2%[172 µM] | 9 | 2%[172 µM] | 7%[87.6 µM] | 3%[88.5 µM] | 2%[87.6 µM] |
| Cn1nc(C(=O)NCc2cccc(Cl)c2)c2c1-c1ccccc1S(=O)(=O)C2 | · | · | -14 | · | -2% | · | -4% |
| CC(C)CN(Cc1cccnc1)C1CN(S(=O)(=O)Cc2ccccc2)C1 | ? | ? | 6 | 0% | -25% | ? | -22% |
| CCc1ccc(NC(=O)c2ccc(F)c(S(=O)(=O)NCCc3ccc(OC)c(OC)c3)c2)cc1 | · | · | 15 | · | -7% | · | -4% |

Next entries
SMILES	NIH3T3 tox	HEK293 tox	IP6K1 inhibitor	Luciferase inh	SNCA expr inhib	GPT2 inhibitor	SNCA viab count
O=C(c1cccnc1)N1CCCC(n2cc(-c3nc(-c4ccccc4)no3)nn2)C1 (centres undefined)	-40%	?	5	-29%	27%	-15%	-12%
COc1cc(NC(=O)Nc2c[nH]c(=O)[nH]c2=O)cc(OC)c1OC	·	·	21	·	12%	·	3%
C#CCNC(=O)C1CCN(Cc2ccccc2-c2cccnc2)CC1	-23%[138 µM]	-17%[172 µM]	2	·	0%[87.6 µM]	i	-1%[87.6 µM]
Cn1ccc(C(=O)NCc2nnc3n2C(C(=O)N2CCN(c4ncccn4)CC2)CC3)n1 (centres undefined)	i	4%	-8	·	30%[activator]	2%	1%
CN1c2cc(Cl)ccc2-c2nc(SCC(=O)Nc3ccc(F)cc3F)ncc2S1(=O)=O	·	·	37	·	-1%	·	-2%
CCC(C)NC(=O)NCCc1noc(-c2cccnc2)n1 (centres undefined)	2%	5%	40	1%	-2%	i	-15%[12.5 µM]
COc1ccccc1N1CCN(C(=O)CC[C@]23CC[C@](C)(O)C[C@H]2C(C)(C)C[C@@H]3NC(=O)C2CC2)CC1	-15%	-5%	4	-14%	30%[activator]	i	8%
O=C(C[C@@H]1O[C@H](CNC(=O)c2cccc(F)c2)[C@@H](O)[C@H]1O)Nc1ccccc1	-4%[174 µM]	0%[172 µM]	-3	11%[172 µM]	-14%[87.6 µM]	1%[88.5 µM]	-1%[87.6 µM]
Cn1cnc(S(=O)(=O)N2CCC(c3noc(C4CC4)n3)C2)c1 (centres undefined)	3%	1%	5	0%	-6%	i	6%
CC(=O)c1c(C)cc(O)cc1O[C@@H]1O[C@H](CO)[C@@H](O)[C@H](O)[C@H]1O	·	·	-10	·	·	5%[27.3 µM]	-4%
CCc1nc2nc(C)c(NS(=O)(=O)c3ccc(C)cc3)c(=O)n2[nH]1	·	·	1	·	21%	·	-1%
CCCNC(=O)N1CCCC(n2c(C)cnc2C2CC2)C1 (centres undefined)	-12%	i	-2	-4%	?	-8%	17%
CC(NC(=O)CC(=O)O)c1nc2ccccc2c(=O)[nH]1 (centres undefined)	·	·	6	·	·	i	4%
CC(C)(C)CC(=O)N1CCC2(CC1)N(c1ccccc1)C(=O)CS2(=O)=O	-12%	-3%	9	4%	?	0%	-17%
COc1ccccc1N1CCN(c2ncnc3onc(C)c23)CC1	·	·	-6	·	6%	·	-4%
O=C(CSc1nccn1Cc1ccco1)Nc1ccc(F)cc1	·	·	0	·	25%	·	8%
CC(NC(=O)c1cccc2c1CCN2C(=O)Nc1ccc(F)cc1)c1ccccn1 (centres undefined)	?	?	-4	0.79µM*	-76%	i	-27%
CN1C(=O)C2(CCN(Cc3ccc(F)cc3)C2)c2ccccc21 (centres undefined)	?	71µM*	-4	-4%[172 µM]	?	i	?
CCCOc1ccc(C(=O)Nc2cc(-c3nc4cc(C)cc(C)c4o3)ccc2C)cc1	·	·	-10	·	-9%	·	-5%
COc1ccccc1-c1cccc(C(=O)N2CCC[C@H]2C(=O)NCc2cccc(Cl)c2)c1	?	?	0	·	-4%	-5%	0%[12.5 µM]
Cc1cc(C2CCCCC2)n(O)c(=O)c1	·	·	-17	·	?	-17%	-26%
CN1CCN(CC(=O)N2CCCC(c3ccc(Cl)cc3)C2)C1=O (centres undefined)	-6%	?	-1	-3%	?	i	0%
C[C@H]1[C@@H](O)[C@H](O)C2[C@]3(C)C([C@@H](O)[C@H]4OC(=O)[C@@H]1[C@@]24C)[C@](C)(O)C=C[C@H]3O[C@@H]1O[C@H](CO)[C@@H](O)[C@H](O)[C@H]1O (some centres undefined)	·	·	22	·	·	i	-14%[23.9 µM]
Cc1ccc(-c2cccc(CN3CCCC(NC(=O)c4ccc(C(F)(F)F)cc4)C3)c2)cc1Cl (centres undefined)	-5%	i	-11	·	28%	5%	10%
CCn1cc(C(=O)N2C[C@@H](CN3CCN(C)CC3)[C@@H](CO)C2)cn1	-4%	-2%	-3	1%	22%	3%	-4%
O=C(Cn1ncc2c3ccccc3n(Cc3ccc(Cl)cc3)c2c1=O)NCCCc1ccccc1	·	·	-4	·	-24%	·	2%
COc1ccccc1CNC(=O)c1cc2cc3ccc(Cl)cc3nc2o1	·	·	4	·	23%	·	-1%
CN1C(=O)c2cccn2CC1C(=O)Nc1cccc(Cl)c1 (centres undefined)	-4%	i	-5	3%	-1%	i	5%
CC(O)c1cc2n(n1)CCN(Cc1cc(=O)n3nc(C4CC4)sc3n1)C2 (centres undefined)	-4%	i	-1	5%	-8%	i	7%
CCCNC(=O)N1C[C@@H]2C(=O)N(C(CC)c3cccs3)C(=O)[C@@H]2C1 (some centres undefined)	i	6%	8	1%	6%	i	4%
CN(C(=O)Cn1cccc1-c1nc(-c2ccc(F)cc2)no1)c1ccccc1	?	?	40	-4%	-28%	0%	?
O=C(CCc1c[nH]c2ccccc12)N1CCC(Oc2ncccc2C(=O)N2CCCCC2)C1 (centres undefined)	-2%	1%	9	-6%	7%	i	-6%
O=C1CC(c2noc(Cc3ccc(F)cc3)n2)CN1c1ccc(F)cc1 (centres undefined)	-30%	?	-7	1%	-27%	-20%	-6%
COc1ccc(C(=O)N[C@@H]2CN(Cc3ccccc3)C[C@H]2CN(C)C)cc1	?	5.6µM*	6	·	?	i	-8%
COCCNC(=O)c1ccc2c(c1)N(C)C(CC(=O)NCc1ccon1)CO2 (centres undefined)	-15%	-21%	4	6%	-26%	-1%	?
COc1ccc(-n2ccnc2SCC(=O)Nc2nnc(C)s2)cc1	·	·	-15	·	25%	·	4%
O=C(CCn1cncn1)N1CCC(c2cc(-c3ccccc3Cl)n[nH]2)CC1	-21%	-7%	-2	3%	5%	0%	-1%
CC(NC(=O)c1noc(-c2ccc(F)cc2)n1)c1ccccc1 (centres undefined)	-18%	-31%	-4	-17%	9%	i	15%
COc1ccc(N2CCN(C3CCCN(CC4CC4)C3)CC2)cc1 (centres undefined)	-1%	-24%	4	0%	-3%	?	1%
O=C(c1ccco1)N1CCNCC1	·	·	4	·	-28%[25.6 µM]	i	17%[23.9 µM]
COc1ccccc1CCN1CCCC(CN(C)C(=O)Nc2ccccc2)C1 (centres undefined)	-11%	?	17	-19%	4%	?	-15%
Cc1cc(C)cc(-n2nnc(-c3nc(-c4ccc5c(c4)OCO5)no3)c2C)c1	·	·	4	·	6%	·	4%
COc1ccc(CCC(=O)NC2CC(=O)N(c3ccc(F)cc3)C2)cc1 (centres undefined)	·	·	10	·	10%	·	16%

Screening data: PubChem, National Center for Advancing Translational Sciences (NCATS)
